H69AR growth 86K = growth inhibitors of human H69AR lung tumor cells | H69AR lung tumor viability, ATP luminescence, 72 h; active compounds read low | viability, % at 10 µM | hit rate 6% among 85,000 | AID 598;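 active means viability at or below 40%; inactive means viability above 40%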;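 further: multidrug resistant small cell line overexpressing MRP-1 efflux transporter; 100% = mean luminescence of untreated control wells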
Fibroblast inh = blocks proliferation of human lung fibroblasts | LL 47 human lung fibroblast viability, ATP luminescence; active compounds read low | viability, % at 10 µM | hit rate 1.1% among 85,000 | AID 719;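 active means viability at or below 50% in the single dose screen; inactive means viability above 50%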;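 further: compound exposure lasted 72 h before the ATP readout; 100% = median luminescence of untreated cell-only wells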
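Material: human lung fibroblast line LL 47, low passage; Evaluation: viability percentage against median untreated-cell control; Buffer or medium: 15% FBS in IMEM; Incubation: 72 h compound exposure at 37 °C after overnight plating; Dosing: 0.1% DMSO in all compound wells; Measured by: CellTiter-Glo luminescence.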
Smad3 inh = Smad3 (human) transcription factor binding inhibition | P84022 | TR-FRET Smad3/Dy647-FoxH1 peptide binding, europium anti-His | inhibition, % at 25 µM | hit rate 0.29% among 88,000 | AID 630;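 active means compounds that reduce the energy-transfer binding signal between the protein and its labelled peptide by more than half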;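 further: 0% = Smad3 plus labelled peptide maximal FRET and 100% = peptide-only background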
ERa SRC1 inh = blocks coactivator binding to human estrogen receptor alpha; inhibition, % at 25.6 µM; hit rate 1.7% among 86,000; TR-FRET ER-alpha LBD / SRC-1 peptide, estradiol-bound; AID 629; in the data active means inhibition above about 50%;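 further: 0% = receptor plus peptide control and 100% = peptide only without receptor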
ERa coact pot = ER-alpha (human) coactivator binding potentiation. P03372. TR-FRET ERalpha-LBD/SRC-Cy5 coactivator binding, 2 h; 100 = basal binding, no effect. coactivator binding (% of control), % at 25.6 µM. hit rate 1.3% among 86,000. AID 639; in the data active means activity above about 200%;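 further: binding measured in presence of low estradiol as agonist stimulus; 0% = peptide alone without receptor and 100% = receptor with peptide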
sEH act = increases human soluble epoxide hydrolase activity; hit rate 0.04% among 91,000; purified human sEH enzymatic activity, activator screen; activation, % at 2 µM; P34913; in the data active means activation above about 37%; further: values of inactives mirror those of a sister screen read the other way
Target sequence (P34913 whole entry, looked up): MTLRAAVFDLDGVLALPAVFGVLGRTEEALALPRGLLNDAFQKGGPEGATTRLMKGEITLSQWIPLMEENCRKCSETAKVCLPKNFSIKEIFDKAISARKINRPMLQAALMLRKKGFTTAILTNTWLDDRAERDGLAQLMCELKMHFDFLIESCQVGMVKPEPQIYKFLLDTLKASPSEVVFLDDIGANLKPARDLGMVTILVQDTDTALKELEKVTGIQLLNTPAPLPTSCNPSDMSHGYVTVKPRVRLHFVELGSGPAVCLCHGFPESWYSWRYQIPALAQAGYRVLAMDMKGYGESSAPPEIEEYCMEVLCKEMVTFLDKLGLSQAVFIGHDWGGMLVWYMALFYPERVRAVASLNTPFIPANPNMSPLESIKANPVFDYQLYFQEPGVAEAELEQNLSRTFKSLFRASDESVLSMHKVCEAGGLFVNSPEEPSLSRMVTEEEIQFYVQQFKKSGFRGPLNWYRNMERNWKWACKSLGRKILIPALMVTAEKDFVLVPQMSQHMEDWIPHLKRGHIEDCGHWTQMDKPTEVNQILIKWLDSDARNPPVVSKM
Candida biofilm = kills Candida albicans biofilms; AID 834; C. albicans biofilm + clotrimazole, Alamar Blue; hit rate 0.14% among 85,000; inhibition, % at 6 µM;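 active means inhibition above 20%; inactive means inhibition below 20%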;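 further: preformed 24 hr biofilms exposed to compound for 48 hr; 0% = biofilm without compound and 100% = blank killed by clotrimazole plus chlorhexidine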
HUVEC inhibit = blocks proliferation of human endothelial cells; HUVEC proliferation, CellTiter-Glo luminescence, 72 h; active compounds read low; viability, % at 10 µM (by protocol); hit rate 1.1% among 86,000; AID 648;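 active means viability at or below 30%; inactive means viability above 30%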;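 further: 100% = median luminescence of DMSO-only cell control wells on each plate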
ERb SRC1 inh = blocks coactivator binding to human estrogen receptor beta; Q92731; TR-FRET ER-beta LBD / SRC1-Cy5 peptide binding; receptor agonist-loaded with 1 µM estradiol; inhibition, % at 25.6 µM; hit rate 1.3% among 86,000;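 active means compounds whose percent inhibition of the receptor-coactivator binding signal exceeds about 50% in the single-dose screen, limit read from the data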;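 further: 0% = receptor plus peptide wells without compound and 100% = peptide-only wells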
Target sequence (Q92731 whole entry, looked up, the tested form may be a part): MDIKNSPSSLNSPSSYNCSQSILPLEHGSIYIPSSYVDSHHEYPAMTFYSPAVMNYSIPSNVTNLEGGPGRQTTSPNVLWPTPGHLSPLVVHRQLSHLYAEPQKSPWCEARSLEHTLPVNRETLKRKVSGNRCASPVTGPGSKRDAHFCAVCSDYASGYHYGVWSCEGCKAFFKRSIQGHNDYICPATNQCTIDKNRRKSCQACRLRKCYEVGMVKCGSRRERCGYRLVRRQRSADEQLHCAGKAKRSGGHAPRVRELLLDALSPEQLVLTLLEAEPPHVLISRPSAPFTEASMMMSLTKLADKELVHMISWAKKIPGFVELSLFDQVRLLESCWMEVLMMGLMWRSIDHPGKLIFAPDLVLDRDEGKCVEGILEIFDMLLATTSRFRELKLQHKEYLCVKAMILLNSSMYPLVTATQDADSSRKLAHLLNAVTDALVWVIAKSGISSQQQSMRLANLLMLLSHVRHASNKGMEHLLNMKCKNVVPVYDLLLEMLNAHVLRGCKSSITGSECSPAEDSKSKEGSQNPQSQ
Active calls of the source: *; [ ] = another dose, or the depositor's remark. An excerpt; rates above refer to the full screens.

Start of the data: the first 5 compounds (preview)
Results for COc1ccc(N(Cc2cc3cc(OC)ccc3[nH]c2=O)C(=O)C2CCCO2)cc1 (stereo not drawn) ?
H69AR growth 86K: 95; Fibroblast inh: 99; Smad3 inh: 7; ERa SRC1 inh: 9[fluorescence artefact?]; ERa coact pot: 144; sEH act: 8; Candida biofilm: 4; HUVEC inhibit: 90; ERb SRC1 inh: 2[fluorescence artefact?]

How did Cc1ccc(-c2nn(CC(=O)Nc3ccc4c(c3)nc3n4CCOC3)c(=O)c3ccccc23)cc1 do in these assays?
H69AR growth 86K: 89; Fibroblast inh: 96; Smad3 inh: -180[fluorescence artefact?]; ERa SRC1 inh: 67*[fluorescence artefact?]; ERa coact pot: 165; Candida biofilm: 3; HUVEC inhibit: 50; ERb SRC1 inh: 54*[fluorescence artefact?]

How did Cn1c(CNC(=O)c2ccco2)nnc1SCC(=O)Nc1cccc(Br)c1 do in these assays?
H69AR growth 86K: 90; Fibroblast inh: 97; Smad3 inh: 0; ERa SRC1 inh: -1; ERa coact pot: 112; sEH act: -7; Candida biofilm: -1; HUVEC inhibit: 105; ERb SRC1 inh: 0

Results for COCC(=O)NCc1nc2ccccc2n1Cc1ccccc1F ?
H69AR growth 86K: 95; Fibroblast inh: 101; Smad3 inh: 0; ERa SRC1 inh: 3; ERa coact pot: 121; Candida biofilm: -1; HUVEC inhibit: 96; ERb SRC1 inh: -10

Results for NC(=O)c1ccc(NC(=O)CCCc2nc(-c3ccccc3Cl)no2)cc1 ?
H69AR growth 86K: 78; Fibroblast inh: 103; Smad3 inh: -9; ERa SRC1 inh: 4; ERa coact pot: 102; sEH act: -6; Candida biofilm: 5; HUVEC inhibit: 98; ERb SRC1 inh: 8

All compounds of this part, previewed entries included:
Results for COc1ccc(N(Cc2cc3cc(OC)ccc3[nH]c2=O)C(=O)C2CCCO2)cc1 (stereo not drawn) ?
H69AR growth 86K: 95; Fibroblast inh: 99; Smad3 inh: 7; ERa SRC1 inh: 9[fluorescence artefact?]; ERa coact pot: 144; sEH act: 8; Candida biofilm: 4; HUVEC inhibit: 90; ERb SRC1 inh: 2[fluorescence artefact?]

How did Cc1ccc(-c2nn(CC(=O)Nc3ccc4c(c3)nc3n4CCOC3)c(=O)c3ccccc23)cc1 do in these assays?
H69AR growth 86K: 89; Fibroblast inh: 96; Smad3 inh: -180[fluorescence artefact?]; ERa SRC1 inh: 67*[fluorescence artefact?]; ERa coact pot: 165; Candida biofilm: 3; HUVEC inhibit: 50; ERb SRC1 inh: 54*[fluorescence artefact?]

How did Cn1c(CNC(=O)c2ccco2)nnc1SCC(=O)Nc1cccc(Br)c1 do in these assays?
H69AR growth 86K: 90; Fibroblast inh: 97; Smad3 inh: 0; ERa SRC1 inh: -1; ERa coact pot: 112; sEH act: -7; Candida biofilm: -1; HUVEC inhibit: 105; ERb SRC1 inh: 0

Results for COCC(=O)NCc1nc2ccccc2n1Cc1ccccc1F ?
H69AR growth 86K: 95; Fibroblast inh: 101; Smad3 inh: 0; ERa SRC1 inh: 3; ERa coact pot: 121; Candida biofilm: -1; HUVEC inhibit: 96; ERb SRC1 inh: -10

Results for NC(=O)c1ccc(NC(=O)CCCc2nc(-c3ccccc3Cl)no2)cc1 ?
H69AR growth 86K: 78; Fibroblast inh: 103; Smad3 inh: -9; ERa SRC1 inh: 4; ERa coact pot: 102; sEH act: -6; Candida biofilm: 5; HUVEC inhibit: 98; ERb SRC1 inh: 8

How did CCCCNc1nc(N(C)c2ccccc2)nc(-n2ccnc2)n1 do in these assays?
H69AR growth 86K: 33*; Fibroblast inh: 76; Smad3 inh: -2; ERa SRC1 inh: -5; ERa coact pot: 99; sEH act: -2; Candida biofilm: -5; HUVEC inhibit: 82; ERb SRC1 inh: -4

Results for N#Cc1c(-n2cccc2/C=N/O)sc2c1CCCC2 ?
H69AR growth 86K: 51; Fibroblast inh: 79; Smad3 inh: 13[fluorescence artefact?]; ERa SRC1 inh: 4; ERa coact pot: 86; sEH act: 6; Candida biofilm: 6; HUVEC inhibit: 91; ERb SRC1 inh: -3

How did CCCn1nc2ccccc2c1P(=N)(N1CCOCC1)N1CCOCC1 do in these assays?
H69AR growth 86K: 101; Fibroblast inh: 109; Smad3 inh: 6; ERa SRC1 inh: -21; ERa coact pot: 104; sEH act: 0; Candida biofilm: 6; HUVEC inhibit: 102; ERb SRC1 inh: -29

What do the screens show for `COc1ccc(CNC(=S)Nc2cc(C)cc(C)c2)cc1`?
H69AR growth 86K: 86; Fibroblast inh: 91; Smad3 inh: 1; ERa SRC1 inh: -4; ERa coact pot: 94; sEH act: -7; Candida biofilm: 1; HUVEC inhibit: 107; ERb SRC1 inh: -13

What do the screens show for `COc1cccc(-n2c(SC3CCOC3=O)nc3ccccc3c2=O)c1` (stereo not drawn)?
H69AR growth 86K: 102; Fibroblast inh: 93; Smad3 inh: 3; ERa SRC1 inh: 7; ERa coact pot: 74[fluorescence artefact?]; sEH act: -5; Candida biofilm: 9; HUVEC inhibit: 96; ERb SRC1 inh: 18

Results for CCOC(=O)c1c(NC(=O)COC(=O)Cn2c(C(F)(F)F)nc3ccccc32)sc(C)c1C ?
H69AR growth 86K: 76; Fibroblast inh: 94; Smad3 inh: 1; ERa SRC1 inh: -9; ERa coact pot: 134; sEH act: -2; Candida biofilm: -3; HUVEC inhibit: 91; ERb SRC1 inh: -8

Results for CCOC(=O)Cn1c(=O)c2c(nc(N3CCCCC3)n2Cc2ccccc2)n(C)c1=O ?
H69AR growth 86K: 24*; Fibroblast inh: 96; Smad3 inh: 3; ERa SRC1 inh: 3; ERa coact pot: 77; sEH act: 2; HUVEC inhibit: 102; ERb SRC1 inh: -1

What do the screens show for `CC(Cc1cccs1)NC(=O)Nc1ccc(F)cc1` (stereo not drawn)?
H69AR growth 86K: 105; Fibroblast inh: 100; Smad3 inh: 5; ERa SRC1 inh: -5; ERa coact pot: 108; sEH act: -65; Candida biofilm: 7; HUVEC inhibit: 107; ERb SRC1 inh: -12

Results for CCC(C)C(NC=C1C(=O)OC(C)(C)OC1=O)C(=O)O (stereo not drawn) ?
H69AR growth 86K: 93; Fibroblast inh: 97; Smad3 inh: 14; ERa SRC1 inh: -2; ERa coact pot: 99; sEH act: -8; Candida biofilm: 9; HUVEC inhibit: 88; ERb SRC1 inh: -4

What do the screens show for `O=C(O)[C@H]1CCCC[C@H]1C(=O)Nc1ccc(Nc2ccccc2)cc1`?
H69AR growth 86K: 93; Fibroblast inh: 88; Smad3 inh: 8; ERa SRC1 inh: -61; ERa coact pot: 99; sEH act: -5; Candida biofilm: 5; HUVEC inhibit: 89; ERb SRC1 inh: 4

Results for COc1ccc(Cc2noc(-c3ccc(OC)c(OC)c3)n2)cc1OC ?
H69AR growth 86K: 101; Fibroblast inh: 102; Smad3 inh: 4[fluorescence artefact?]; ERa SRC1 inh: -11; ERa coact pot: 116; sEH act: 7; Candida biofilm: 9; HUVEC inhibit: 109; ERb SRC1 inh: -6

How did O=C(NCc1ccc(F)cc1)C(Cc1ccccc1)NS(=O)(=O)c1cccs1 (stereo not drawn) do in these assays?
H69AR growth 86K: 109; Fibroblast inh: 108; Smad3 inh: 18; ERa SRC1 inh: -5; ERa coact pot: 116; sEH act: -7; Candida biofilm: 0; HUVEC inhibit: 97; ERb SRC1 inh: 20

How did CCN1CCc2nc(SCC(=O)Nc3ccc(OC)cc3)c(C#N)cc2C1 do in these assays?
H69AR growth 86K: 102; Fibroblast inh: 101; Smad3 inh: -8; ERa SRC1 inh: 39[fluorescence artefact?]; ERa coact pot: 11[fluorescence artefact?]; Candida biofilm: 3; HUVEC inhibit: 106; ERb SRC1 inh: 5

What do the screens show for `COc1cccc2c(=O)n(CC(=O)Nc3cccc(F)c3)ccc12`?
H69AR growth 86K: 101; Fibroblast inh: 97; Smad3 inh: -59[fluorescence artefact?]; ERa SRC1 inh: 12; ERa coact pot: 174[fluorescence artefact?]; sEH act: -7; Candida biofilm: 5; HUVEC inhibit: 90; ERb SRC1 inh: -7

Results for CN1CCN(Cc2nc3c(c(=O)n(C)c(=O)n3C)n2Cc2cccc3ccccc23)CC1 ?
H69AR growth 86K: 82; Fibroblast inh: 98; Smad3 inh: 2; ERa SRC1 inh: 5; ERa coact pot: 110; sEH act: 2; Candida biofilm: 3; HUVEC inhibit: 87; ERb SRC1 inh: 2

How did COC(=O)c1ccc(OC)c(CSc2nnc(COc3ccccc3)o2)c1 do in these assays?
H69AR growth 86K: 89; Fibroblast inh: 103; Smad3 inh: -2; ERa SRC1 inh: -4; ERa coact pot: 102; sEH act: 2; Candida biofilm: 4; HUVEC inhibit: 99; ERb SRC1 inh: -6

Results for CCNC(=O)c1cc2c(=O)n3cccc(C)c3nc2n(CCc2ccccc2)c1=N ?
H69AR growth 86K: 72; Fibroblast inh: 88; Smad3 inh: 6; ERa SRC1 inh: -6; ERa coact pot: 111; sEH act: -1; Candida biofilm: 3; HUVEC inhibit: 76; ERb SRC1 inh: -5

Results for CCOc1ncccc1C(=O)OCCN1C(=O)c2ccccc2C1=O ?
H69AR growth 86K: 85; Fibroblast inh: 95; Smad3 inh: 9; ERa SRC1 inh: -9[fluorescence artefact?]; ERa coact pot: 109; Candida biofilm: 6; HUVEC inhibit: 107; ERb SRC1 inh: -3

Results for Cn1c(=O)c2c(nc(SCc3nn[nH]n3)n2Cc2ccccc2F)n(C)c1=O ?
H69AR growth 86K: 91; Fibroblast inh: 104; Smad3 inh: -14; ERa SRC1 inh: -19[fluorescence artefact?]; ERa coact pot: 93[fluorescence artefact?]; sEH act: 0; Candida biofilm: -1; HUVEC inhibit: 104; ERb SRC1 inh: 2[fluorescence artefact?]

How did COc1ccc(OC)c(-n2c(-c3cnccn3)n[nH]c2=S)c1 do in these assays?
H69AR growth 86K: 82; Fibroblast inh: 98; Smad3 inh: 4; ERa SRC1 inh: -11; ERa coact pot: 97; sEH act: -7; Candida biofilm: 5; HUVEC inhibit: 90; ERb SRC1 inh: -12

What do the screens show for `CC(NC(=O)C1CCCN(S(=O)(=O)c2cccc3nonc23)C1)c1ccccc1` (stereo not drawn)?
H69AR growth 86K: 84; Fibroblast inh: 94; Smad3 inh: 1; ERa SRC1 inh: -3; ERa coact pot: 89; sEH act: -6; Candida biofilm: 14; HUVEC inhibit: 95; ERb SRC1 inh: 7

Results for NC(=O)C1CCCN(CCc2ccccc2)C1 (stereo not drawn) ?
H69AR growth 86K: 103; Fibroblast inh: 103; Smad3 inh: 4; ERa SRC1 inh: -8; ERa coact pot: 94; sEH act: 1; Candida biofilm: 3; HUVEC inhibit: 92; ERb SRC1 inh: -4

How did COc1ccc(S(=O)(=O)Nc2ccc3oc(C)c(C(=O)O)c3c2)cc1 do in these assays?
H69AR growth 86K: 102; Fibroblast inh: 91; Smad3 inh: 3; ERa SRC1 inh: 5; ERa coact pot: 111; sEH act: 6; Candida biofilm: 9; HUVEC inhibit: 93; ERb SRC1 inh: 13

How did COc1cc(C(=O)O)ccc1OCC(=O)N1CCOCC1 do in these assays?
H69AR growth 86K: 91; Fibroblast inh: 96; Smad3 inh: 0; ERa SRC1 inh: -5; ERa coact pot: 121[fluorescence artefact?]; sEH act: 13; Candida biofilm: 5; HUVEC inhibit: 91; ERb SRC1 inh: -6

Screens from PubChem BioAssay.
